# Tn7 DDE FP = inhibitors of Tn7 peptide binding to fibrin DD(E), primary screen, biochemical, fluorescence polarization, human fibrin, Tn7 probe | Fibrinogen beta chain (Homo sapiens), P02675 | FP displacement of FITC-Tn7 peptide from fibrin DD(E); 0% = median of compound wells per plate | inhibition, % at 8.3 µM | actives 0.13% (n = 370,000) | AID 720508, 2013;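 active = inhibition above the mean of compounds falling within the control limits plus 3 SD of them, cut at about 14% in these data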;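 note: 0% = plate median of compound wells and 100% = 10 µM Aha-Tn7 peptide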
#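 Measure: % inhibition scaled between sample-field median and high-control FP; Test system: human fibrin DD(E); Quantity: 2 µM final DD(E) protein; Doses: one dose, 8.3 µM nominal; Schedule: compound with protein 10 min, then 3 h after probe, room temperature; Detection: fluorescence polarization; Medium: Tris buffer with calcium and detergent, pH 7.8.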
# ADAM17 inh = ADAM17 inhibitors, primary screen, biochemical, QFRET; Disintegrin and metalloproteinase domain-containing protein 17 (Homo sapiens), P78536; recombinant ADAM17, EDANS/DABCYL FRET peptide cleavage; inhibition, % at 6.95 µM; actives 0.83% (n = 370,000);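 active = inhibition above the mean of compounds lying between control limits plus 3 SD, set per campaign, cut at about 8.5% in these data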;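 note: 0% = DMSO-only wells as the low control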
# TDP2 inh = human TDP2 enzyme inhibitors, primary screen, biochemical, epi absorbance, recombinant enzyme; actives 0.34% (n = 370,000); inhibition, % at 12.8 µM; AID 720702, 2013; T5PNP hydrolysis, p-nitrophenol absorbance 415 nm;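 active = inhibition above the mean of all tested compounds plus 3 SD, set per campaign, cut at about 25% in these data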;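 note: 0% = DMSO with enzyme and 100% = buffer with substrate but no TDP2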
#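 Assay system: recombinant human TDP2 / Reagent: T5PNP substrate at 5 mM, a TopII-DNA adduct mimic / Measured by: epi absorbance from released p-nitrophenol / Evaluation: % inhibition relative to enzyme-containing and enzyme-free wells / Control set: enzyme-free and DMSO wells / Replicates: each compound tested once, singlicate / Schedule: enzyme reaction with compound for 2 h at 37 °C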
# ADAM10 inh = human ADAM10 inhibitors, primary screen, biochemical, QFRET, HTS. Disintegrin and metalloproteinase domain-containing protein 10 (Homo sapiens), O14672. recombinant ADAM10, EDANS/DABCYL FRET peptide cleavage, 3 h. inhibition, % at 7 µM. actives 0.62% (n = 370,000);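 active = inhibition above a per-campaign cutoff equal to the mean of compounds falling between control-based bounds plus 3 SD, cut at about 20% in these data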;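 note: 0% = DMSO wells while the 100% control is not disclosed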
# PLCg1 inh = PLC-gamma1 enzyme inhibitors, primary screen, biochemical, fluorescence, purified enzyme. 1-phosphatidylinositol 4,5-bisphosphate phosphodiesterase gamma-1 (Homo sapiens), P19174. AID 720700, 2013. actives 0.84% (n = 370,000). inhibition, % at 12.2 µM. fluorogenic substrate; in the data active = inhibition above about 9.5%
# Target sequence (P19174 whole entry, looked up): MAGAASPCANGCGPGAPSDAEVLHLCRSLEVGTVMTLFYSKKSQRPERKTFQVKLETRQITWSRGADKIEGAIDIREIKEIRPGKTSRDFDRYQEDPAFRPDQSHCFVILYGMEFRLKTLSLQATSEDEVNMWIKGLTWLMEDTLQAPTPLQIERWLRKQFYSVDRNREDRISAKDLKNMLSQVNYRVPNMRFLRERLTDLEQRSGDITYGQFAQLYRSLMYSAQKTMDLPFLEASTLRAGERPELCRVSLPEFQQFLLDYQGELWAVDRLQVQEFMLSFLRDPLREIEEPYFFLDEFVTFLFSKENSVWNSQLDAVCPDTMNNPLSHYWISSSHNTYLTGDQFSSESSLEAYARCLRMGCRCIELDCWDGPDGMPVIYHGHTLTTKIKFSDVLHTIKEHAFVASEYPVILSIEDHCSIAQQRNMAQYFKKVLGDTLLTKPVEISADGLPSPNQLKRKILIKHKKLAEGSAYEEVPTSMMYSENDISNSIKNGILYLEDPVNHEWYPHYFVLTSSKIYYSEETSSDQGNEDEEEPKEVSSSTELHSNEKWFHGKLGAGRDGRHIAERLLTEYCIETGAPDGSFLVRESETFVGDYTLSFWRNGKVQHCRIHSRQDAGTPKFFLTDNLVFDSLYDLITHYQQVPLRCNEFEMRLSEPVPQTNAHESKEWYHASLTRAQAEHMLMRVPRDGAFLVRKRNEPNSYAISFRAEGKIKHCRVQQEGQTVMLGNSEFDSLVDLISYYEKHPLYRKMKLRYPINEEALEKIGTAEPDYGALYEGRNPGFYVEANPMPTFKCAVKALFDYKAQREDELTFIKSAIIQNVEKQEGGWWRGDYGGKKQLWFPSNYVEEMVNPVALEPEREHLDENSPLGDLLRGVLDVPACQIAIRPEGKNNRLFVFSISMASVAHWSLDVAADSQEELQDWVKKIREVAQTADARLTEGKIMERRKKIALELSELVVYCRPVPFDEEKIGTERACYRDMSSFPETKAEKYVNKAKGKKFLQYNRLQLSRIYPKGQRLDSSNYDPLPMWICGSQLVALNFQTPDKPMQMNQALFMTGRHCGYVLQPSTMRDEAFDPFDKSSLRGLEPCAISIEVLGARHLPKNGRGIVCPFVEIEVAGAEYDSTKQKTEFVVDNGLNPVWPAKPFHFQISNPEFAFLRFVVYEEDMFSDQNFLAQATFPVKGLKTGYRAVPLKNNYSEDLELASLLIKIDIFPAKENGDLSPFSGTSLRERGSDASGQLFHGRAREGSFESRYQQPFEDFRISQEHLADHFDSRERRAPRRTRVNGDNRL
# KLK7 zymogen act = proKLK7 zymogen activators, primary screen, biochemical, fluorescence intensity. purified proKLK7, EDANS-DABCYL substrate fluorescence; 100% is mature enzyme control, 0% vehicle. activation, % at 7 µM. Kallikrein-7 (Homo sapiens), P49862. actives 0.9% (n = 370,000);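 active = activation above the mean of all tested compounds plus 3 SD, computed per campaign excluding outliers beyond control limits, cut at about 13% in these data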
# LEDGF integ inh = blockers of LEDGF/p75-dependent integrase strand transfer – biochemical, TR-FRET, high throughput, primary screen. HIV-1 integrase (with human LEDGF/p75). TR-FRET IN-LEDGF/p75 DNA integration, Eu/Cy5. inhibition, % at 3.7 µM. actives 0.64% (n = 370,000);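 active = inhibition above the screen-wide mean plus 3 SD, cut at about 13% in these data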;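 note: signal is the Cy5 over europium emission ratio at 671 and 618 nm; 0% = plate median of compound wells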
# ARFGAP1 inh = inhibitors of rat ARFGAP1 GAP activity, primary screen, biochemical, fluorescence polarization, GDP tracer; ADP-ribosylation factor GTPase-activating protein 1 (Rattus norvegicus), Q62848; Arfgap1-stimulated ARF1 GTP hydrolysis, GDP FP detection; inhibition, % at 16.5 µM; actives 0.26% (n = 360,000); AID 651572, 2012;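 active = inhibition above a per-plate limit, mean inhibition of low control wells plus 3 SD, cut at about 25% in these data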;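 note: 0% = DMSO wells with enzyme and 100% = wells lacking Arfgap1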
#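 Material: rat Arfgap1 GAP domain (His6, aa 1-136), purified enzyme. Also added: human ARF1(Δ1-17)-GTP substrate. Compound dosing: 16.5 µM single point, 1.26% DMSO. Timing: enzyme reaction 120 min at 25 °C after 20 min preincubation. Signal: GDP detection by fluorescence polarization. Read-out basis: percent inhibition of GAP-stimulated GDP formation, scaled between DMSO and no-Arfgap1 medians.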
# DDE Tn6 FP inh = inhibitors of Tn6 peptide binding to fibrin DD(E), primary screen, biochemical, fluorescence polarization, human fibrin, Tn6 probe. Fibrinogen beta chain (Homo sapiens), P02675. Fibrin DD(E) TRITC-Tn6 fluorescence polarization displacement. inhibition, % at 8.3 µM. actives 0.21% (n = 370,000). AID 720509, 2013;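 active = inhibition above a per-campaign cutoff: mean of compounds within control limits plus 3 SD, cut at about 15% in these data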;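 note: 0% = median of all compound wells on the plate and 100% = blocking peptide control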
# ASAP1 inh = inhibitors of human ASAP1 ArfGAP activity, primary screen, biochemical, fluorescence polarization; ASAP1-stimulated ARF1 GTP hydrolysis, GDP FP detection; inhibition, % at 16.5 µM; actives 0.19% (n = 360,000); AID 624377, 2012; in the data active = inhibition above about 25%;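 note: 0% = vehicle with enzyme and substrate and 100% = no enzyme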
# * marks the source's active call; other numbers are inactive results; i = inactive.
SMILES,Tn7 DDE FP,ADAM17 inh,TDP2 inh,ADAM10 inh,PLCg1 inh,KLK7 zymogen act,LEDGF integ inh,ARFGAP1 inh,DDE Tn6 FP inh,ASAP1 inh
CC12CCC(=O)N1C(C(=O)Nc1nc3ccc(F)cc3s1)CS2 (stereo not drawn),-5,3,-7,-4,3,-0.5,4,10,-8,-8
COc1ccc(C2(C(=O)Nc3ccc(S(N)(=O)=O)cc3)CCCC2)cc1,-5,-3,7,-2,1,0.7,0,-9,11,-1
C=CCNC(=O)CC1C(=O)NCCN1Cc1ccc(-c2ccccc2)cc1 (stereo not drawn),5,0,-7,-3,0,-1.6,7,-1,1,-10
O=C(CN1CCOCC1)Nc1ccccc1NC(=O)C1CCN(c2ncccn2)CC1,-2,-14,2,-26,-7,0.2,-1,12,-3,-6
COc1ccccc1CC(NC(C)=O)C(=O)NC1CCN(C(=O)Nc2ccccc2C)CC1 (stereo not drawn),2,-1,-10,6,7,-0.9,2,0,5,-9
COc1ccc(CNC(=O)C2(C)Cc3c(-c4cccc(NC(C)=O)c4)ccnc3O2)cc1OC (stereo not drawn),4,-4,0,-11,-1,0.1,0,-7,-5,6
CN(C)S(=O)(=O)c1ccc(C(=O)NN2C(=O)NC3(CCCCC3)C2=O)cc1,8,-2,0,-1,-1,0.0,0,-5,4,-7
N/C(Cn1nnc(-c2ccccc2)n1)=N\O,7,-4,1,-1,-6,0.1,0,-9,5,-13
CN(C)c1ccc(C(O)c2cc3ccccc3s2)cc1 (stereo not drawn),-10,10*,-21,13,-5,0.3,-2,0,3,-13
Cc1ccc(S(=O)(=O)N2CCCC(C(=O)NCc3ccc4c(c3)OCO4)C2)cc1 (stereo not drawn),-7,0,-5,10,2,-0.6,-2,15,1,5
O=C(c1ccoc1)N1CCC2(CC1)Oc1ccc(F)cc1C(=O)C21CC(c2ccc(Cl)cc2)=NO1 (stereo not drawn),1,-3,5,0,2,0.5,2,2,-3,-1
CNCc1c(OCc2ccccc2)ccc2ccccc12,1,-3,-18,-7,1,0.0,-5,-4,7,13
COc1ccc(N2CC(C)Cn3c2nc2c3c(=O)n(Cc3ccc(F)cc3)c(=O)n2C)c(OC)c1 (stereo not drawn),-2,4,-7,-16,-1,-0.4,-4,-4,5,12
Cc1cc(OCC(=O)NNC(=O)c2cccnc2)cc(C)c1Cl,11,-1,11,-9,-3,-0.1,2,-3,0,-4
COc1ccc(Cl)cc1NC(=O)CN(C)CC(=O)N1CC(=O)Nc2ccccc21,0,-4,-9,-8,-15,0.2,-11,5,1,-2
Oc1ccc(F)c2cccnc12,4,0,4,5,0,0.5,1,-5,1,0
Cc1cc(Nc2c(C)n(C)n(-c3ccccc3)c2=O)c2ccccc2n1,0,1,4,1,3,-0.1,1,1,-1,8
CCOC(=O)c1sc(=NC(=O)COc2ccccc2)n(C)c1C,7,-6,-7,-3,0,-0.1,-7,6,-2,3
CCCCNC(=S)NNC(=O)c1c(Cl)c(C)nn1C,8,0,2,4,-1,0.3,-2,-3,2,3
O=C(CSc1nnc2ccc(-c3ccc(Br)cc3)nn12)NCC1CCCO1 (stereo not drawn),6,-28,-5,-72,-335,3.4,-7,7,0,-1
COc1cccc(Cn2c(=S)[nH]c3ccc(N4CCOCC4)cc3c2=O)c1,-3,-26,-8,-99,i,1.2,-1,-2,12,1
O=C(O)c1cccc(N/N=C/c2ccc(F)c(F)c2)c1,0,-5,17,-20,-5,0.7,-4,17,-9,3
CC(C)Cn1c(Cc2ccccc2)n[nH]c1=S,0,0,5,-7,0,-0.5,-2,-7,8,16
CC(=O)c1ccc(N2CCN(C(=O)C3CCN(S(=O)(=O)c4ccc5c(c4)CC(C)N5C(=O)C4CC4)CC3)CC2)cc1 (stereo not drawn),4,-5,5,-6,-7,-4.6,-1,11,6,-9
COc1cc(CCCN2C(=O)C(=O)NC[C@@H]2CCCCN)cc(OC)c1OC,-6,-4,2,-2,-2,-0.1,0,-5,-7,0

# The closing five compounds of the part above come first, to join the parts:
SMILES,Tn7 DDE FP,ADAM17 inh,TDP2 inh,ADAM10 inh,PLCg1 inh,KLK7 zymogen act,LEDGF integ inh,ARFGAP1 inh,DDE Tn6 FP inh,ASAP1 inh
COc1cccc(Cn2c(=S)[nH]c3ccc(N4CCOCC4)cc3c2=O)c1,-3,-26,-8,-99,i,1.2,-1,-2,12,1
O=C(O)c1cccc(N/N=C/c2ccc(F)c(F)c2)c1,0,-5,17,-20,-5,0.7,-4,17,-9,3
CC(C)Cn1c(Cc2ccccc2)n[nH]c1=S,0,0,5,-7,0,-0.5,-2,-7,8,16
CC(=O)c1ccc(N2CCN(C(=O)C3CCN(S(=O)(=O)c4ccc5c(c4)CC(C)N5C(=O)C4CC4)CC3)CC2)cc1 (stereo not drawn),4,-5,5,-6,-7,-4.6,-1,11,6,-9
COc1cc(CCCN2C(=O)C(=O)NC[C@@H]2CCCCN)cc(OC)c1OC,-6,-4,2,-2,-2,-0.1,0,-5,-7,0
O=C(N/N=C1\CCCc2ccccc21)c1ccccc1[N+](=O)[O-],4,-1,0,2,1,0.1,-3,-5,3,-15
COC(=O)c1cnc(Nc2ccc(Cl)cc2)c([N+](=O)[O-])c1,2,-4,12,-6,-1,0.0,-3,-4,-3,2
Cc1cccc(OCC(O)CN2CCN(CCN3C(=O)c4cccc5cccc(c45)C3=O)CC2)c1C (stereo not drawn),-3,-3,5,-13,-7,-0.2,2,-10,6,-5
O=C1CCC(C(=O)OCC(=O)c2c[nH]c3ccccc23)=NN1,2,4,-3,4,0,-0.3,-1,-12,5,0
COc1ccc(NC(=O)c2cncc(Br)c2)cc1S(N)(=O)=O,0,-1,-2,15,2,-0.3,4,10,-3,7
CC1CCC(C(C)C)C(OCC(O)CN2CCOCC2)C1 (stereo not drawn),2,-3,-3,-7,-2,-0.6,0,1,-6,-2
COc1ccc(CC(=O)N2CCN(c3cccc(Cl)c3)CC2)cc1OC,-5,4,-17,4,3,-0.1,3,6,9,7
N#Cc1ccccc1Oc1ccccc1C=O,0,-2,2,-5,-1,-0.1,7,-11,4,4
CCSC(=O)NC1CCCCC1,7,0,1,-3,-2,0.5,-2,-1,5,-4
O=C(NCCS(=O)(=O)N1CCN(c2ccccc2)CC1)C12CC3CC(CC(C3)C1)C2,-1,-1,-1,1,0,-0.1,3,-4,3,-4
OC1CCCN(Cc2ccccc2)C1 (stereo not drawn),6,1,-2,-13,2,-0.1,3,2,5,-8
CN1C(=O)c2ccc(NC(=O)C3CC3)cc2C1=O,-3,-241,0,i,i,-309,-1,-3,4,-2
CCCCN(C=O)c1c(CC)nc2ccc(C(=O)N3CCN(C)CC3)cn12,-6,-2,0,-8,-4,0.8,3,4,4,9
Cn1c(SCC(=O)c2ccccc2)nnc1-c1cccnc1,5,0,2,-3,1,-0.6,1,7,-2,0
C#CCNC(=O)[C@H](Cc1ccc(C(=O)c2ccccc2)cc1)NC(=O)OC(C)(C)C,-5,-1,13,1,0,0.4,-1,-3,-3,15
COc1ccc(NC(=O)c2oc3ccccc3c2NC(=O)c2ccc3c(c2)OCO3)cc1,-5,-4,-2,-1,-1,-0.8,-1,16,-4,12
O=[N+]([O-])c1ccc2nc(-c3ccccc3)cc(-c3ccccc3)c2c1,1,-1,8,-5,0,-0.2,-5,-9,-2,9
COc1ccc(Cl)cc1C(=O)OCC(=O)c1ccc[nH]1,-3,-3,6,-19,2,-0.3,-3,-5,-5,3
COc1ccnc(N2CCN(c3cccc(C(F)(F)F)c3)CC2)c1C#N,-5,1,-19,3,1,-0.3,-1,-2,-2,-5
Cc1cccc(NC(=S)NC(=O)c2ccc(Br)o2)c1,5,-1,3,5,2,0.0,2,5,3,-1
CCOC(=O)CNC(=O)Nc1cccc(Cl)c1C,-1,-4,13,-6,-2,-0.1,1,-7,52*,-4
Cc1ccccc1NS(=O)(=O)c1cc(C(=O)N2CCCC2)ccc1Cl,3,-1,4,4,-1,-0.6,-1,-1,3,-8
CCCn1c(N)c(C(=O)CN(C)CC(=O)Nc2cc(C)ccc2C)c(=O)[nH]c1=O,-7,-1,4,-1,0,0.8,5,1,4,-14
CCOc1ccc(C(=O)NN2CCOCC2)cc1,1,3,-15,8,1,0.6,2,8,4,-4
O=C(C1CCN(c2ccc(N3CCOCC3)nn2)CC1)N1CCc2ccccc2C1,3,-109,-5,-335,-318,2.6,1,-2,-5,-1
# Further results
SMILES,Tn7 DDE FP,ADAM17 inh,TDP2 inh,ADAM10 inh,PLCg1 inh,KLK7 zymogen act,LEDGF integ inh,ARFGAP1 inh,DDE Tn6 FP inh,ASAP1 inh
Cc1ccc(C(=O)OCC(=O)NCc2ccco2)cc1C,-2,-2,-1,-10,-1,-0.3,4,-10,4,-1
O=C1CCC(C(=O)N2CCCC(C(=O)c3ccc4c5c(cccc35)CC4)C2)=NN1 (stereo not drawn),2,-118,5,-399,-91,2.8,-2,-6,4,-6
CCc1cccc(CC)c1NC(=O)CN1C2CCCC1CC(NC(=O)Nc1cccc(OC)c1)C2 (stereo not drawn),-3,3,-9,12,2,0.2,10,8,-4,-3
O=S1(=O)CCOC[C@H](c2ccccc2)N1Cc1ccccc1,-2,-1,8,3,0,-0.8,-1,-5,1,-6
CC(C)CC(N)c1csc(Nc2ccc(C(=O)NCCO)cc2)n1 (stereo not drawn),-4,-2,3,-12,-15,0.0,3,2,-11,-9
Cc1ccc(NC(=S)N(CCN(C)C)C(C)c2cccnc2)c(C)c1 (stereo not drawn),7,-5,2,-4,0,-0.6,-6,-8,-3,7
CCN(CC)CCOc1ccccc1C(C)=O,1,-4,7,-16,-1,-0.3,-11,3,6,0

# Bioassay records from PubChem BioAssay.

# This is a random part of the collection; overall some 4.2% were active at least once.
